Screening data (PubChem BioAssay)
GRP78 ERSR act: inducers of ER stress response in human glioma cells; U87-MG GRP78 promoter luciferase reporter, 16 h; Potency, µM, for the others: top-dose activation, most hits filed as activators; hit rate 0.02% among 420,000; also: potency is read from the fitted curve at half-maximal effect; series mostly up to about 76 µM; % of control where 0% means no effect; nearly all actives have a fitted effect of over 35% in size
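ERSR induction read as luciferase luminescence (Bright-Glo, 10 min at room temperature) in stably transfected human U87-MG glioma cells exposed to compounds for 16 h, using GRP78 as sensor.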
Vif-APOBEC3G blk: Vif-A3G binding inhibition; HeLa A3G-eYFP + Vif (tagged APOBEC3G with the HIV-1 protein that degrades it), YFP fluorescence, overnight; AID 602310; hit rate 0.076% among 410,000; Q9HC16; Potency, µM (series often up to 46.1 µM), without a hit: at the highest dose activity, negative = active, usual class: inhibitors;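 also: potency is read from the fitted curve at half-maximal effect; % is scaled to controls: 0 for no effect and ±100 for the full control effect; nearly all actives have a fitted effect of over 60% in size; hits raise eYFP signal because A3G escapes Vif-driven loss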
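Read-out is eYFP fluorescence (Ex 488/Em 500-530) from Vif-expressing HeLa A3G-eYFP cells; more signal means A3G escaped Vif-mediated degradation. Cells plated overnight, compound pinned in, incubated overnight at 37 deg C.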
USP1-UAF1 inh: USP1/UAF1 (human) deubiquitinase inhibition; AID 743255; O94782; hit rate 0.23% among 390,000; recombinant USP1/UAF1, Ub-Rhodamine cleavage fluorescence; Potency, µM (top dose mostly 57.1 µM), without a hit: at the top dose activity change, negative = inhibition, hits mostly inhibitors; also: potency is read from the fitted curve at half-maximal effect; % is scaled to controls: 0 for no effect and ±100 for the full control effect; nearly all actives have a fitted effect of over 60% in size; inactives centre near -12
Target sequence (O94782 whole entry, looked up): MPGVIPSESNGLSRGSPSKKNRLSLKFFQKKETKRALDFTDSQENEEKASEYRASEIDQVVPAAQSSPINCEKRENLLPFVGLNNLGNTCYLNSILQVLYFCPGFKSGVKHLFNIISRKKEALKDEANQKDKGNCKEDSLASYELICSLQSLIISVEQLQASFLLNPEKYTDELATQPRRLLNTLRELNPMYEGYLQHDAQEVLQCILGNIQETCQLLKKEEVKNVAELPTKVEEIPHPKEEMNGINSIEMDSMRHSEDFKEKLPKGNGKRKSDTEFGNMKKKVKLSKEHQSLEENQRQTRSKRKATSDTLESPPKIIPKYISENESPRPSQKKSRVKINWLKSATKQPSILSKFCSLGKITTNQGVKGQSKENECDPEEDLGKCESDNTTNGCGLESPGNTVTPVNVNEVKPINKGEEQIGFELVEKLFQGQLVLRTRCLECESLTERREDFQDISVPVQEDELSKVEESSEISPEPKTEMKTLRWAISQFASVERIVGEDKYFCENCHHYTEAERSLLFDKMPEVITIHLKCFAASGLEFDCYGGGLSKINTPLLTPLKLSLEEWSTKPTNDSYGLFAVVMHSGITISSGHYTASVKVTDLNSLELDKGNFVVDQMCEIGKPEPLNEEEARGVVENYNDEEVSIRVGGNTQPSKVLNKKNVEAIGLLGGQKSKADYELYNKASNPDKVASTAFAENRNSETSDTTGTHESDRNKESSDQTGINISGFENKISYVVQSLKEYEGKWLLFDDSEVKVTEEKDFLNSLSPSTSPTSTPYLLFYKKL
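1 nM enzyme complex + cpd, 15 min RT; start with Ub-Rho 150nM final; kinetic fluorescence ex 480/em 540, 6 reads q60 s. Buffer 50mM HEPES pH 7.8, 0.5mM EDTA, 0.1 mg/ml BSA, 1mM TCEP, 0.01% Tween-20.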
PI4K2A inh: inhibitors of human PI4K2A | activity change, negative = inhibition, % at 76.9 µM | purified PI4K2A, ADP-Glo luminescence, 1 h; hits give low values | hit rate 0.13% among 420,000; in the data active = activity change below about -50%; inconclusive = mostly about -30% to -49%;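 also: -100% = wells without enzyme as full effect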
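Compounds are screened against recombinant PI4K2A using PI as substrate and ATP, the latter dispensed at 300 microM. Reactions run one hour at ambient temperature before ADP-Glo detection; full inhibition defined by wells lacking enzyme.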
Vif-APOBEC3F blk: inhibitors of Vif-A3F interaction | AID 602313 | hit rate 0.2% among 390,000 | HeLa A3F-eYFP + Vif (tagged APOBEC3F with the HIV-1 protein that degrades it), YFP fluorescence increase | Potency, µM (doses to about 46.1 µM), for the others: top-dose activity, negative = active; also: potency is read from the fitted curve at half-maximal effect; % of control where 0% means no effect; nearly all actives have a fitted effect of over 65% in size
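Fluorescence increase (Ex 488/Em 500-530) after overnight compound treatment at 37 deg C flags inhibition of Vif-driven A3F-eYFP loss in stable HeLa A3F-eYFP/Vif cells seeded overnight beforehand.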
IDH1 R132H inh: blocks human mutant IDH1 R132H enzyme; Potency, µM (series often up to 76.6 µM), for the others: top-dose activity change, negative = inhibition, usual class: inhibitors; hit rate 0.093% among 390,000; O75874; IDH1-R132H enzyme, NADPH consumption, diaphorase/resazurin fluorescence; also: potency is read from the fitted curve at half-maximal effect; % is scaled to controls: 0 for no effect and ±100 for the full control effect; nearly all actives have a fitted effect of over 65% in size
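IDH1-R132H (0.5 ug/mL dispensed) in pH 7.5 Tris buffer was preincubated 30 min with compound, then given a substrate mix of 0.016 mM NADPH and 2 mM alpha-KG for 80 min at room temperature; remaining NADPH was read by diaphorase/resazurin fluorescence.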
TrxR1 substrate: substrates of rat thioredoxin reductase 1; hit rate 0.01% among 390,000; Potency, µM (series often up to 114 µM), inactives show top-dose activity change, negative = substrate turnover; purified TrxR1 substrate turnover, NADPH consumption readout; also: potency is read from the fitted curve at half-maximal effect; % is scaled to controls: 0 for no effect and ±100 for the full control effect; nearly all actives have a fitted effect of over 50% in size
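Rat TrxR1, dispensed at 90 nM, was prereduced with 400 uM NADPH (final) for 5 min at ~22 deg C, then incubated with compound 15 min before 400 uM selenite. A first-read NADPH fluorescence drop versus no-compound background flagged substrates.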
RXFP1 ag: agonists of human relaxin receptor RXFP1 | HEK293T-RXFP1 cAMP TR-FRET, 30 min; response scale: percent of porcine relaxin response, buffer zero | Potency, µM (doses to about 57.5 µM), inactives show at the highest dose activation, hits mostly activators | hit rate 0.3% among 370,000 | AID 2676; also: potency is read from the fitted curve at half-maximal effect; % is scaled to controls: 0 for no effect and ±100 for the full control effect; nearly all actives have a fitted effect of over 60% in size; many of its hits are not listed in these tables
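cAMP rise read by TR-FRET after 30 min, 37C compound exposure (up to 58 uM) in RXFP1-transfected HEK293 cells with Ro 20174 present. EC50 from Hill-equation fits, with 29 nM porcine relaxin as 100% and buffer as basal.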
LDHA inh: LDHA (human) enzyme inhibition. P00338. purified LDHA, NADH/diaphorase-resazurin fluorescence; hits give low values. activity change, % (values are at about 110 or 230 µM). hit rate 0.15% among 480,000; in the data active = activity change below about -30%; inconclusive = mostly about -25% to -30%;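 also: plate controls were DMSO wells for no effect and wells without enzyme for full effect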
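Enzyme activity of human lactate dehydrogenase 5 (2 nM; 0.06 mM NADH, 0.2 mM pyruvate, 5 min, RT) is measured via a resazurin/diaphorase fluorescence readout of residual NADH.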
Numbers without * were called inactive; ? = inconclusive; / = no result given; [ ] = dose if it differs, or a comment. Unless noted, calls follow the shape of the dose curve; as a rule, active = well fitted curve in the direction sought with a large enough effect; inconclusive = small, poorly fitted or top-dose-only effect, or another doubt; inactive = no such curve, though single readings can be large; an effect the other way counts as inactive or inconclusive. Some of the compounds tested. The share of hits here may be higher or lower than overall.

SMILES | GRP78 ERSR act | Vif-APOBEC3G blk | USP1-UAF1 inh | PI4K2A inh | Vif-APOBEC3F blk | IDH1 R132H inh | TrxR1 substrate | RXFP1 ag | LDHA inh
CC1(C)CC(Cc2nc(=S)[nH][nH]2)C(=O)O1 (centres undefined) | -1% | 1% | -14% | 1 | 0% | -9% | 2% | -1.4% | -3
Cc1c(NC(=O)c2ccc(NS(=O)(=O)c3ccc(F)c(F)c3)cc2)c(=O)n(-c2ccccc2)n1C | -3% | 1% | -13% | 0 | 6% | -8% | -4% | / | -15
CCN1CCN(S(=O)(=O)c2ccc(Cl)c(C(=O)N(C)Cc3cccs3)c2)CC1 | -4% | -9% | -13% | -1 | -1% | 3% | 6% | 0.4% | -3
O=C(Nc1cccc2ccccc12)c1cnn2c1NC(=C1CC1)C=C2C(F)F | 0% | -1% | / | / | / | / | 2% | / | -2
CCn1c(SCC(=O)N/N=C/c2ccccc2OCC(=O)O)nnc1-c1ccc(OC)cc1 | -4% | 4% | -18% | 2 | -5% | 2% | 0% | -4.5% | -9
COc1ccc(Cl)cc1N=C1NC(=O)CC(C(=O)Nc2ccccc2C(F)(F)F)S1 (centres undefined) | -3% | 2% | -24% | -4 | 1% | -2% | -4% | -0.2% | -11
Cc1ccc(NC(=O)COC(=O)CCNS(=O)(=O)c2ccc(C)c(C)c2)cc1 | 1% | 0% | 0% | 6 | 2% | 2% | -8% | 1.5% | -4
O=C1Nc2ccccc2C12OCC(COc1ccc(Cl)cc1)O2 (centres undefined) | 0% | -3% | -10% | -2 | 3% | 3% | 8%[57.1 µM] | 0.5% | -1
Fc1cccc(CN2CCc3nc(Nc4ccc5c(c4)OCCO5)ncc3C2)c1F | -2% | -3% | -15% | 3 | 3% | 0% | 3%[57.1 µM] | 2.4% | 0
COC(=O)c1c(NC(=O)c2ccc(C)o2)sc2c1CCCCC2 | 4% | -7% | -10% | 0 | 3% | 0% | 15%[57.1 µM] | 4.8% | -5

Exported with two lines to a compound: entries from further up
Below each SMILES: GRP78 ERSR act	Vif-APOBEC3G blk	USP1-UAF1 inh	PI4K2A inh	Vif-APOBEC3F blk	IDH1 R132H inh	TrxR1 substrate	RXFP1 ag	LDHA inh
> Cc1ccc(NC(=O)COC(=O)CCNS(=O)(=O)c2ccc(C)c(C)c2)cc1
  1%	0%	0%	6	2%	2%	-8%	1.5%	-4
> O=C1Nc2ccccc2C12OCC(COc1ccc(Cl)cc1)O2 (centres undefined)
  0%	-3%	-10%	-2	3%	3%	8%[57.1 µM]	0.5%	-1
> Fc1cccc(CN2CCc3nc(Nc4ccc5c(c4)OCCO5)ncc3C2)c1F
  -2%	-3%	-15%	3	3%	0%	3%[57.1 µM]	2.4%	0

Other compounds follow.
SMILES | GRP78 ERSR act | Vif-APOBEC3G blk | USP1-UAF1 inh | PI4K2A inh | Vif-APOBEC3F blk | IDH1 R132H inh | TrxR1 substrate | RXFP1 ag | LDHA inh
CCC(CC)c1nnc(NC(=O)CCCN2C(=O)c3ccccc3C2=O)s1 | -3% | 3% | -15% | 2 | -3% | 2% | 8% | 2.7% | -6
COc1ccc(C2=Nn3c(nnc3-c3ccccn3)SC2)cc1OC | -4% | 0% | -12% | 12 | -6% | 6% | -4% | -1.6% | 2
CCC(C)N1C(=O)CN(C2CCCCCC2)C(=O)C1c1ccccc1F (centres undefined) | 1% | 1% | -11% | -2 | -3% | 0% | 6% | 0.8% | -6
CCc1ccc(CNC(=O)CN2C(=O)COc3ccccc32)cc1 | 1% | 1% | 2% | -5 | 3% | 2% | -2% | 0.5% | -2
COc1ccc(C(CNC(=O)CSc2ccc(Br)cc2)N2CCOCC2)cc1 (centres undefined) | -1% | 2% | -6% | -3 | -7% | -2% | -6%[57.1 µM] | -0.1% | -6
Clc1ccc(CNc2cnccn2)cc1 | 1% | 3% | -6% | -3 | 0% | 2% | 23%[57.1 µM] | 3.3% | -4
O=C(CN1C(=O)C2C3CCC(C3)C2C1=O)NCc1ccco1 (centres undefined) | 1% | 0% | -7% | -1 | -4% | 5% | 1%[57.1 µM] | 0.6% | -4
COc1ccc(Cl)cc1NC(=O)Nc1ccc(C(=O)N2CCOCC2)cc1 | -3% | 1% | -10% | 1 | 0% | 0% | -11% | -0.1% | -8
Clc1ccc(CN(Cc2ccccc2)C(c2cccs2)c2nnnn2C2CCCC2)cc1 (centres undefined) | -4% | 3% | -9% | 2 | -2% | 2% | -2% | -0.3% | -4
Cc1ccc(C)c(NC(=O)C(Sc2nncn2C)c2ccccc2)c1 (centres undefined) | -4% | 0% | -8% | -2 | 0% | 2% | -12% | 0.9% | -6
O=c1c2ccccc2nc2n1CC/C2=C\N1CCN(c2ccc([N+](=O)[O-])cc2)CC1 | -2% | 1% | -9% | 6 | 0% | 5% | 2% | / | 2
CCOc1ccccc1CN1CCN(Cc2nc3c(s2)CCCC3)CC1CCO (centres undefined) | -1% | 3% | -6% | -1 | 0% | -4% | 3% | 0.5% | -5
COC(=O)c1ccccc1OCCOCCOc1cccc2cccnc12 | -3% | 0% | -14% | 1 | -1% | 1% | -2% | 0.5% | -6
CCOC(=O)C1CCCN(C2=NC(=O)/C(=C/c3ccc(OC)cc3OC)S2)C1 (centres undefined) | -1% | -9% | -25% | -2 | 0% | -2% | -2% | -0.2% | -6
O=C(CCc1ccccc1)Nc1ccccc1C(=O)NCc1ccco1 | -2% | -2% | -24% | 10 | / | 6% | 0% | 2.2% | -5
COCCNC(=O)c1cccc(OC2CCN(Cc3ccccc3OC(F)F)CC2)c1 | -3% | -2% | -24% | 0 | 1% | 1% | 1% | -1.3% | -3
CCOC(=O)/C(C#N)=C/Nc1ccccc1OC(F)(F)F | -1% | -2% | -8% | -4 | 2% | 5% | -2%[57.1 µM] | -2.0% | -7
Cc1ccc(Cl)cc1NC(=O)c1cnn2c1NC(c1ccco1)CC2C(F)(F)F (centres undefined) | -3% | -1% | -9% | -3 | -3% | 8% | 3% | -0.3% | -1
COc1cc(/C=C2\SC(=S)N(C(C(=O)O)c3ccccc3)C2=O)cc(OC)c1OC (centres undefined) | 32µM* | -15% | -3% | -12 | -14% | 2% | -12% | 1.8% | -10
O=C(c1ccco1)N1CCN(c2ccccc2F)CC1 | -1% | 2% | -7% | -3 | 2% | 3% | -1%[57.1 µM] | -2.6% | -3
O=C(COC(=O)c1ccc2c(c1)OCCO2)NC1CCCCC1 | 5% | 0% | -21% | 0 | -22% | 1% | 0% | -0.8% | -12
Cc1ccc2[nH]cc(C(=O)CN3CCN(c4ccccn4)CC3)c2c1 | 3% | -7% | -26% | -1 | -2% | 8% | -7%[57.1 µM] | 0.2% | 3
Cc1onc(-c2c(Cl)cccc2Cl)c1C(=O)O/N=C(\C#N)c1ccccc1 | -2% | -2% | 2% | -6 | -13% | 10% | 14%[57.1 µM] | 0.0% | -8
Cc1c(-c2nc(-c3ccc4c(c3)OCO4)no2)nnn1-c1cccc(C(F)(F)F)c1 | / | / | -28% | 2 | / | / | 1%[57.1 µM] | 0.8% | -11
Cc1cc(C(=O)N/N=C/c2ccc(N3CCOCC3)cc2)c(C)o1 | 3% | 0% | -10% | -5 | 1% | -15% | 48% | 2.5% | -6
Fc1ccc(C2=CC(c3cccs3)n3nnnc3N2)cc1 (centres undefined) | 3% | -9% | -23% | -9 | -10% | 0% | 2% | 3.6% | -8
CC(C)COC(=O)Nc1nnc(Cc2ccccc2)s1 | 2% | 0% | -9% | -1 | -29% | -1% | 6%[57.1 µM] | 2.1% | -3
CC(C)(C)c1cccc(Oc2nn[nH]n2)c1 | 10% | -3% | 2% | -14 | -20% | -6% | 4% | 0.3% | 1
C/C(=N\NC(=O)c1nnn(-c2nonc2N)c1-c1cccs1)c1cccnc1 | -3% | 0% | -9% | -4 | 0% | -6% | 8% | -0.3% | -1
CS(=O)(=O)c1ccc2nc(NC(=O)C3C4C=CC(C4)C3C(=O)O)sc2c1 (centres undefined) | 5% | 3% | -7% | 12 | 8% | 3% | 10%[57.1 µM] | 2.3% | -5
Cc1ccc(S(=O)(=O)/N=S(\C)CC2CC2(Cl)Cl)cc1 (centres undefined) | -1% | 0% | -16% | 2 | -6% | 0% | 13% | -0.3% | -7
CCCCOc1ccc(/C=C/C2=CC(C)(C)NC(=S)N2)cc1OCC | -2% | 2% | -7% | -6 | ? | 8% | 26% | -4.1% | -6
COc1cc(NS(=O)(=O)c2ccc(N/C=C(\C=O)c3nc4ccccc4o3)cc2)nc(OC)n1 | -4% | -14% | -19% | -5 | 5% | -2% | 1%[57.1 µM] | 0.3% | -9
CCOC(=O)C1CCN(C(=O)CN2C(=O)CSc3ccc(S(=O)(=O)N4CCOCC4)cc32)CC1 | -3% | 0% | -24% | 1 | -6% | -12% | 5% | 21% | -1
CC(=O)Nc1ccc(OCC(O)Cn2nc(C)c(C(C)=O)c2C)cc1 (centres undefined) | -2% | 0% | ? | 1 | -3% | 0% | 6% | 1.7% | 1
CCn1cc(C(=O)NC2CC(C)(C)Cc3c2cnn3-c2cccc(F)c2)cn1 (centres undefined) | -2% | 1% | -15% | 5 | -5% | 7% | -8% | 2.2% | -2
CCO/N=C(\C)c1c(O)c2ccccc2n(C)c1=O | -3% | 3% | -20% | 4 | 0% | 16% | 6%[57.1 µM] | -0.6% | 0
N#Cc1c(SCC(=O)Nc2nccs2)sc2c(O)cc(=O)[nH]c12 | 5% | -2% | -27% | -13 | 1% | -2% | -1% | 8.2% | 1
